# EphA4 KYL inhibition: EphA4 ligand-binding antagonists – biochemical, colorimetric, mouse EphA4, primary screen (AID 689). one-dose inhibition, % at 10 µM; IC50 in µM for titrated hits. EphA4-AP binding to KYL peptide, pNPP A405; higher % means a stronger effect. 0.1% of 62,000 active; in the data active = a potency from the dose series; inactive = the rest, 99 in 100 with inhibition below about 22%
# Starred values were filed as active, the others as inactive. These rows are one share of the data; the hit share may differ from the screen's.
SMILES	EphA4 KYL inhibition
CCC(C)(C(=O)NC1CCCC1)N(Cc1ccco1)C(=O)Cc1cccs1 (stereo unspecified)	-17%
Cc1ccc(/C=C/C(=O)C2C(=O)c3ccccc3C2=O)cc1	-2%
Clc1ccc(OCc2cnc(Cl)s2)cc1	-2%
COc1ccc(-c2cc(C(=O)N3CCCc4ccccc43)no2)cc1OC	-8%
Nc1nc(SCC(=O)Nc2ccccc2-c2ccccc2)n[nH]1	-10%
CCn1c(O)c(N=NC2=NC(=O)CS2)c2ccccc21	-5%
O=C(NC1CCCCC1)C(c1cccs1)N(CC1CCCO1)C(=O)c1csnn1 (stereo unspecified)	-1%
COc1ccc2nc(C)[nH]c(=O)c2c1	-13%
CC(=O)c1cc2c(cc1NC(=O)CCn1cccc1)OCO2	-3%
COc1ccc(OC(C)C(=O)Nc2ccc(Cl)cc2)cc1 (stereo unspecified)	18%
O=C(Nc1nnc(C2CC2)s1)c1cc(-c2ccccc2)nn1-c1ccccc1	-2%
NC(=O)CSc1nnc(-c2ccco2)n1N	10%
C=CCn1c(SCc2ccc(C#N)cc2)nnc1-c1cccc(OC)c1	-8%
O=C(Nn1c(Cc2cccs2)nc2ccccc2c1=O)c1cccs1	-5%
CCCn1c(Nc2ccc(Cl)cc2)nc2ccccc21	-7%
COc1ccc(-c2csc(NC(=O)c3nc(-c4ccccc4)oc3C)n2)cc1	2%
O=C(CSc1cn(CCNC(=O)c2ccccc2)c2ccccc12)NCc1ccco1	-4%
Clc1ccc(NC2=NCCCCC2)cc1	16%
Cn1c(=O)c(=O)n(C)c2cc(S(=O)(=O)N3CCc4ccccc43)ccc21	-9%
COc1ccc2c(c1)C(C1C(=O)CCCC1=O)c1ccccc1O2 (stereo unspecified)	-13%
COc1ccc(NC2CC(=O)NC2=O)cc1 (stereo unspecified)	-2%
COC(=O)CN(c1cc(C)ccc1OC)S(=O)(=O)c1ccccc1	3%
CCOc1ccccc1NC(=O)CSc1nc2cccnc2n1C	-1%
CCSC1(SCC)N=C(N)C2(C#N)C(c3ccc(F)cc3)C12C#N (stereo unspecified)	-3%
CCOc1ccccc1NC(=O)Cn1cnc2c(cnn2-c2ccc(C)c(C)c2)c1=O	-4%

# The last two compounds of the part above lead into the next:
SMILES	EphA4 KYL inhibition
CCSC1(SCC)N=C(N)C2(C#N)C(c3ccc(F)cc3)C12C#N (stereo unspecified)	-3%
CCOc1ccccc1NC(=O)Cn1cnc2c(cnn2-c2ccc(C)c(C)c2)c1=O	-4%
COc1ccc(OC)c(N(CC(=O)Nc2cccc(Cl)c2)S(C)(=O)=O)c1	-2%
CC1=CC(=C2C(=O)c3ccccc3C2=O)C=C(C)O1	22%
Cc1nc2sc(C(c3cccc(F)c3)N3CCC(O)CC3)c(O)n2n1 (stereo unspecified)	-2%
CCn1c(SCC(=O)c2[nH]c(C)c(C(C)=O)c2C)nnc1-c1ccccc1	-10%
CC(Nc1c([N+](=O)[O-])c(=O)oc2ccccc12)C(Cl)c1ccccc1 (stereo unspecified)	-22%
COc1cccc(CNC(=O)Cn2cc3c(n2)CCCCC3)c1	1%
Cc1ccc(C)n1C1CCS(=O)(=O)C1 (stereo unspecified)	-8%
COc1ccc(/C=N/NC(=O)CSCC(=O)Nc2ccccc2)cc1OC	-8%
CC1Cc2ccccc2N1C(=O)CSc1nnnn1C (stereo unspecified)	-6%
Cc1noc(C)c1C(=O)OCC(=O)NCCc1ccc(Cl)cc1	-4%
O=C(c1nsc(Cl)c1Cl)N1CCCCC1	5%
Cc1nc(Sc2ccccc2)c(C#N)cc1-c1ccccc1	-6%
Cc1ccc(Cl)cc1NC(=O)c1cncc(Br)c1	1%
O=C(CSc1nc2c(c(=O)n1-c1ccc(F)cc1)SCC2)N1CCCC1	-8%
N=c1ccn(Cc2ccc(Cl)cc2)cc1	-1%
CCOc1cccc(-c2nnc3sc(-c4cccs4)nn23)c1	-31%
Cc1ccc(SCCNC(=O)c2ccc(C)c([N+](=O)[O-])c2)cc1	-5%
Cc1ccc(NC(=O)COc2ccc(S(=O)(=O)N3CCOCC3)cc2)cc1	-10%
Cc1cccc(C)c1OCC(=O)Nc1ccccc1O	-8%
CN1CCN(C(=O)CCCOc2ccc(Cl)cc2Cl)CC1	2%
Cc1ccc(NC(=O)CSc2ccccn2)cc1	-4%
CCOC(=O)N1CCN(C(=O)c2ccc3c(=O)n(-c4ccc(OC)cc4OC)c(=S)[nH]c3c2)CC1	-3%
CC(C)CCn1nnnc1C(c1ccc(N(C)C)cc1)N1CCN(C(=O)c2ccco2)CC1 (stereo unspecified)	-5%
CC(C)(C)C1CCC(OC(=O)CN2CCOCC2)CC1 (stereo unspecified)	-10%
Cc1cc(Cl)ccc1OCCCC(=O)Nc1cccnc1	-10%

SMILES	EphA4 KYL inhibition
O=C(CC1(c2ccccc2)C(=O)c2ccccc2C1=O)NC1CCCCC1	3%
CCCOc1ccccc1N1C(=O)CC(N2CCOCC2)C1=O (stereo unspecified)	4%
CCOC(=O)c1ccc(Nc2ccc(-c3ccc(OC)c(OC)c3)nn2)cc1	-4%
COc1ccc(CNC(C)(C)C)cc1Cl	-10%
CCCCOC(=O)Nc1ccccc1C(=O)OC	-9%
CC1(C)OC(=O)C2(Cc3ccccc3N3CCCCC32)C(=O)O1 (stereo unspecified)	-18%
CCOC(=O)C(=CNc1cccc(C(=O)O)c1)C(=O)OCC	6%
Cn1c(=NC(=O)c2ccco2)sc2cccc(F)c21	5%
CCOC(=O)c1cccc(NC(=O)COc2ccc([N+](=O)[O-])cc2)c1	-3%
O=C(Nc1nc2ccc(Cl)cc2s1)C1CCCO1 (stereo unspecified)	-8%
O=C(OCc1ccccc1)Sc1nnc(-c2ccc(Br)cc2)o1	-6%
Cc1ccc(C)c(-c2csc(N)c2C(=O)OC(C)C)c1	-1%
CCOC(=O)C1CCCN(c2c(NCCc3ccc(S(N)(=O)=O)cc3)c(=O)c2=O)C1 (stereo unspecified)	1%
CCN(CC)c1ccc(NC(=O)CSc2nc(C)cc(=O)[nH]2)cc1	-1%
Cc1cc2oc(=O)cc(CN3CCN(S(=O)(=O)c4ccc5c(c4)OCCO5)CC3)c2cc1C	-7%
Cc1cc(=O)oc2cc(NC(=O)CCCC(=O)O)ccc12	-4%
CCOC(=O)c1[nH]c2ccccc2c1NC(=O)c1nonc1C	4%
COc1ccc(CCNC(=S)Nc2ccccc2C)cc1	-5%
Cc1cc(NC(=O)c2ccc(N3C(=O)CCC3=O)cc2)no1	-5%
N/C(=N\OC(=O)COc1ccc2ccccc2c1)c1cccc([N+](=O)[O-])c1	14%
OC(CNCc1ccc(F)cc1)(c1ccccc1)c1ccc(F)cc1 (stereo unspecified)	-38%
Cc1ccccc1-n1c(SCC(=O)NCc2cccs2)nnc1-c1ccncc1	-1%
COc1cc(CO)cc(Br)c1OCC(=O)O	-4%
CCc1sc2nc(SCC(=O)Nc3cc(C)on3)n(-c3cccc(OC)c3)c(=O)c2c1C	8%
COC(=O)C1=C(C)N(c2ccc(OC)c(OC)c2)C(=O)C1	-34%

molecule | EphA4 KYL inhibition
N#C/C(=N\Nc1cccc(Cl)c1)C(=O)c1ccccc1 | -14%
NS(=O)(=O)c1ccc(N=C2NC(=O)CS2)cc1 | -4%
CCOC(=O)c1ccc2c(c1)nc(SCC(=O)N1CCCCC1)n2CC | -13%
CCC(C)NC(=O)CN(c1ccc2c(c1)OCO2)S(=O)(=O)c1c(C)n[nH]c1C (stereo unspecified) | -11%
COc1ccc(OC)c2sc(NC(=O)c3ccc(S(=O)(=O)N(C)C)cc3)nc12 | -42%
Cc1ccc(-c2nc(NC(=O)CSc3nnc(C)s3)ns2)cc1 | 7%
Cc1cccc(C)c1NC(=O)CS(=O)CC(=O)NC1CCN(Cc2ccccc2)CC1 (stereo unspecified) | -2%
CCc1cccc(NC2c3ccccc3C(=O)N2c2ccc(C)cn2)c1 (stereo unspecified) | -4%
Cc1cc(C(=O)CC#N)c(C)n1CC(F)(F)F | 0%
Cc1ccc2c(c1)N=C(c1ccc(F)cc1)CO2 | 4%
COc1ccccc1CNC(=O)c1ccc(OC)c([N+](=O)[O-])c1 | 8%
O=C(CN1C(=O)c2ccccc2C1=O)Nc1nnc(C2CCCO2)s1 (stereo unspecified) | -3%

molecule | EphA4 KYL inhibition
CCC(C)C(=O)N1CCc2cc(-c3csc(N)n3)ccc21 (stereo unspecified) | 0%
N/C(=N\OC(=O)c1cccc(F)c1)c1ccc(Br)cc1 | -8%
COc1ccc(-c2noc(C(C)n3nc(C)c([N+](=O)[O-])c3C)n2)cc1OC (stereo unspecified) | -5%
C/C(=N\Nc1nnc(C)c(=O)[nH]1)C(=O)O | -1%
Cc1ccc(NC(=O)CSc2cc(Cl)ccc2Cl)cc1 | -11%
O=C1CC(c2ccc(F)cc2)Cc2nc(N3CCc4ccccc43)ncc21 (stereo unspecified) | 8%
COc1ccccc1OCC(=O)NCc1ccco1 | -4%
COc1ccc(Cn2c(CCC(=O)Nc3ccc(C)cc3)nc3cccnc32)cc1 | 1%
CCOC(=O)c1cccc(NC(=O)/C=C/c2ccccc2)c1 | -4%
CCn1c(CNc2nc(-c3ccccc3)cs2)nnc1SCC(=O)NCc1ccco1 | -2%
O=C(O)/C=C\C(=O)Nc1cccc(O)c1 | 0%
O=C(COC(=O)C1CC(=O)N(Cc2ccccc2)C1)Nc1ccc2c(c1)OCO2 (stereo unspecified) | -4%

# Molecules from the list above containing a COOH group (5):
molecule | EphA4 KYL inhibition
CCOC(=O)C(=CNc1cccc(C(=O)O)c1)C(=O)OCC | 6%
Cc1cc(=O)oc2cc(NC(=O)CCCC(=O)O)ccc12 | -4%
COc1cc(CO)cc(Br)c1OCC(=O)O | -4%
C/C(=N\Nc1nnc(C)c(=O)[nH]1)C(=O)O | -1%
O=C(O)/C=C\C(=O)Nc1cccc(O)c1 | 0%

# More records:
molecule | EphA4 KYL inhibition
CC(C)CCN1CCNC(=O)C1CC(=O)Nc1ccc(F)cc1 (stereo unspecified) | 10%
C=CCNC(=S)NNC(=O)c1cccn(Cc2ccc(Cl)c(Cl)c2)c1=O | 16%
CC(C)(CNC(c1ccccc1)c1ccccc1)NS(=O)(=O)c1ccc(Cl)cc1 | -1%
O=C1CCc2cc(S(=O)(=O)N3CCN(Cc4ccc5c(c4)OCO5)CC3)ccc2N1 | 3%
CCOC(=O)C(Cc1ccccc1)NC(=O)CNC(C)=O (stereo unspecified) | -14%
CCOC(=O)c1c(C)nc2ccc(Cl)cc2c1-c1ccccc1 | 2%
Cc1c(NC(=O)CCSc2ccc(Cl)cc2)c(=O)n(-c2ccccc2)n1C | -6%
COc1ccc(/C=N/NC(=O)c2ccc(Cn3cc([N+](=O)[O-])cn3)o2)c(OC)c1C | -12%
CCn1c(=O)cc(OCC(=O)NCC2CCCO2)c2ccccc21 (stereo unspecified) | -5%
O=C(COC(=O)c1cc(-c2ccco2)nc2ccccc12)NCc1ccccc1 | 0%
CC1CC(C)CN(C(=O)CNS(=O)(=O)c2ccc(Br)s2)C1 (stereo unspecified) | -4%
CC12CCC(C(=O)N3CCCc4ccccc43)(CC1=O)C2(C)C (stereo unspecified) | -5%

# Arranged by number of heavy atoms (falling): 7 of the compounds above.
molecule | EphA4 KYL inhibition
O=C1CCc2cc(S(=O)(=O)N3CCN(Cc4ccc5c(c4)OCO5)CC3)ccc2N1 | 3%
O=C(COC(=O)c1cc(-c2ccco2)nc2ccccc12)NCc1ccccc1 | 0%
Cc1c(NC(=O)CCSc2ccc(Cl)cc2)c(=O)n(-c2ccccc2)n1C | -6%
C=CCNC(=S)NNC(=O)c1cccn(Cc2ccc(Cl)c(Cl)c2)c1=O | 16%
CCn1c(=O)cc(OCC(=O)NCC2CCCO2)c2ccccc21 (stereo unspecified) | -5%
CC12CCC(C(=O)N3CCCc4ccccc43)(CC1=O)C2(C)C (stereo unspecified) | -5%
CC1CC(C)CN(C(=O)CNS(=O)(=O)c2ccc(Br)s2)C1 (stereo unspecified) | -4%

# Later entries
molecule | EphA4 KYL inhibition
O=C(Nc1ccccc1C(F)(F)F)N1CCCC(O)C1 (stereo unspecified) | -6%
CC1CC(=O)c2cnc(N3CCOCC3)nc2C1 (stereo unspecified) | -3%
Cn1c(NC(=O)c2cc(Cl)ccc2Cl)cc(=O)n(C)c1=O | -1%
CC(=O)Nc1nonc1NC(=O)c1ccc(F)cc1 | -17%
O=c1/c(=C\c2ccc(-c3cccc(Br)c3)o2)sc2nc3ccccc3n12 | 13%
CCN1CCCC1Cn1cnc2c([nH]c3ccc(Cl)cc32)c1=O (stereo unspecified) | -11%
COc1ccc(N2CCN(C(=O)CCCC3=NS(=O)(=O)c4ccccc4N3)CC2)cc1 | -17%
O=C(CCCCCN1C(=O)C2C3C=CC(C3)C2C1=O)Nc1nccs1 (stereo unspecified) | -7%
COc1ccc(N(C(C)=O)C2C=CS(=O)(=O)C2)c(OC)c1 (stereo unspecified) | 3%
COc1ccccc1-c1c(C(F)(F)F)oc2cc(OCc3cccc(Cl)c3)ccc2c1=O | 1%
CCc1oc(C(=O)O)cc1COC | 30%
Cc1cccc(C)c1NC(=O)CN1C(=O)S/C(=C\c2cccn2-c2cccc(C(=O)O)c2)C1=O | -7%

molecule | EphA4 KYL inhibition
O=C1/C(=C/c2cccc(O)c2)SC(=S)N1c1cccc(Br)c1 | -9%
CCn1c(CNC(=O)COc2ccc(C(C)C)cc2)nnc1SCC(=O)Nc1ccccc1C(C)C | -6%
CCOC(=O)C1CCCN(C(=O)Cn2sc3nc(C)cc(C)c3c2=O)C1 (stereo unspecified) | -3%
Cc1ccc(C)n1-c1ccncc1 | 2%
CC(=O)c1ccc(NC(=O)c2c(Cl)cccc2Cl)cc1 | -5%
COC(=O)c1nn(-c2cccc(C(F)(F)F)c2)c(=O)cc1Sc1ccccn1 | -10%
COc1ccc(N2C(=O)CC(Sc3nc(C)c4ccccc4n3)C2=O)cc1 (stereo unspecified) | -5%
CCOC(=O)Nc1nnc(CCc2ccccc2)s1 | -22%
COc1ccc(C)cc1NC(=O)c1nnn(CCc2ccccc2)c1N | -8%
CCCC(=O)Nc1ccc2c(c1)nc1n2CCOC1 | -34%
O=S(=O)(c1cc(Cl)ccc1Cl)N1CCCC1 | 22%
O=c1cc(N2CCN(c3ccc(F)cc3)CC2)[nH]c(=O)n1C1CCCCC1 | -4%

# Assay outcomes (PubChem)
